Bioassay records from PubChem BioAssay.
NR2E3 ag-1: inhibitors of NR2E3-RetCOR corepressor binding, primary screen, NR2E3 agonist project, biochemical, TR-FRET, GST-NR2E3, biotin-RetCOR. hit rate 0.12% among 320,000. AID 2300, 2010. inhibition of corepressor binding, % at 4.78 µM. Photoreceptor-specific nuclear receptor (Homo sapiens), Q9Y5X4. 1536-well;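 active means percent inhibition above the cutoff of mean plus 3 SD of all tested compounds, set per screening campaign, cut at about 20% in these data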;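 further: 0% = DMSO wells and 100% = biotin wells as full block of FRET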
Target sequence (Q9Y5X4 whole entry, looked up): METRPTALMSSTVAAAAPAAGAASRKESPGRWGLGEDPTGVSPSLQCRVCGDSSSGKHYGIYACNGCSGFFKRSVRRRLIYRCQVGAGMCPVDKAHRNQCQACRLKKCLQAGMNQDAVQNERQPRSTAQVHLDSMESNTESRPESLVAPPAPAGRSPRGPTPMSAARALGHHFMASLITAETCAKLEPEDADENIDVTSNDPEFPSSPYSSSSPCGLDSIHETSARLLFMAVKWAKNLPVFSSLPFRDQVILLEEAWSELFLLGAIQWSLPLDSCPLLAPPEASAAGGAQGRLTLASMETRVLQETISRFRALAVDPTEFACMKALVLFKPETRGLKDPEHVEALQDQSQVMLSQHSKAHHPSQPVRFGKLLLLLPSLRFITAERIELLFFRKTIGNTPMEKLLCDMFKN
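Test system: GST-NR2E3 and biotin-RetCOR proteins | Quantity: 1.35 nM GST-tagged NR2E3 final | Medium: Tris pH 7.5 | Also added: 7 nM biotin-RetCOR | Dosing: Compound at 4.8 µM, single dose | Timing: 5 h at 4 °C | Detection: Time-resolved FRET | Read-out basis: Percent inhibition | Benchmarks: Biotin wells as high control, 0.6% DMSO wells as low control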
KKLEB cytotox: cytotoxicity in KKLEB CF airway cells, primary screen, cytotoxicity control for CF NF-kB inhibitor project, cell-based, uHTS, fluorescence assay plates; KKLEB CF airway cells viability, ATPlite luminescence, overnight; active compounds read low; cells stimulated with P. aeruginosa culture filtrate; activity change (cytotoxicity), % at 5 µM; hit rate 0.36% among 360,000; AID 602141, 2011;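 active means corrected activity change at or below -50% at 5 µM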
TRPM1 prom inh: inhibitors of MITF-dependent TRPM1 promoter reporter, primary screen, cell-based, SK-MEL-5, single point, luciferase | inhibition, % at 12.5 µM | hit rate 0.83% among 330,000 | SK-MEL-5 TRPM1 promoter luciferase, 24 h | AID 488899, 2010;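 active means mean inhibition across replicates of 60% or more, whatever share of single replicates reaches that level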; further: values of inactives mirror those of a sister screen read the other way
NR2E3 ag-2: NR2E3 agonists in two-hybrid cells, primary screen, cell-based, luminescence, CHO-S, Gal4-NCOR/VP16-NR2E3; luciferase; inhibition of corepressor binding, % at 3.98 µM; hit rate 0.35% among 360,000; AID 602229, 2012;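 active means inhibition above the mean of all tested compounds plus 3 SD, cut at about 70% in these data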;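 further: 0% = DMSO with NR2E3 transfected cells and 100% = cells lacking NR2E3 construct; higher means lower luciferase signal from less NR2E3 corepressor binding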
PDI inh: inhibitors of human PDI, primary screen, biochemical, turbidity, single point, plate reader. Protein disulfide-isomerase (Homo sapiens), P07237. PDI insulin aggregation turbidity, A650, 90 min. inhibition, % at 10 µM. hit rate 0.052% among 350,000. AID 588391, 2011;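 active means mean inhibition across replicates of 30% or more, whatever share of single replicates reach that level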;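 further: absorbance from insulin aggregation driven by PDI reduction with DTT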
Target sequence (P07237 whole entry, looked up): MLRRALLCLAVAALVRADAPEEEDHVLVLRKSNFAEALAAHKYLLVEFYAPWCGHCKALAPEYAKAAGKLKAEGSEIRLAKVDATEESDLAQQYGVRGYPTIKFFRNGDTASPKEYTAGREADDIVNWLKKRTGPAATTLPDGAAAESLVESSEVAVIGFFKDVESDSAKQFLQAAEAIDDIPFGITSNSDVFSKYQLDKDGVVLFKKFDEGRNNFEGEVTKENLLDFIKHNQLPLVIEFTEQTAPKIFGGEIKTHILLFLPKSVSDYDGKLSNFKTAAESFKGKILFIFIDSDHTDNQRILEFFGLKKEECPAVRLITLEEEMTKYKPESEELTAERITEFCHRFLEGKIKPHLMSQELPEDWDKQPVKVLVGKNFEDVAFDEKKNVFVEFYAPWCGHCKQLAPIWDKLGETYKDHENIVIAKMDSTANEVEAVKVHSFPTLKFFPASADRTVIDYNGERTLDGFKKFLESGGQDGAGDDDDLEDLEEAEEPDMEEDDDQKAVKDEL
CaV13 FRET inh: Disruptors of the CACNA1D IQ motif to Ca2+-dependent inactivation inhibitor domain association, primary screening, Förster resonance energy transfer in intact living …. hit rate 0.098% among 340,000. AID 743397. HEK cells, CFP/YFP FRET ICDI-IQ, plate reader, 10 min; percent FRET-ratio fall versus neutral wells. inhibition, % at 12.3 µM;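 active means mean replicate inhibition of at least 30% and at least 1% of replicates passing that level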;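 further: 0% = median of the neutral control wells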
HIF-2a inh: HIF-2a reporter inhibitors, primary screen, luminescence, 786-0 RCC cells; 786-0 RCC cells HIF-2a reporter, luciferase luminescence, overnight; inhibition, % at 18.8 µM; hit rate 0.72% among 360,000; AID 624352, 2012;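 active means inhibition of the luminescence signal of 40% or more relative to plate controls, in a single-dose primary screen at 18.75 µM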
Vif inh: HIV Vif self-association inhibitors, primary screen, imaging, HEK293T, single point | HEK293T cells, Vif self-association by quenched fluorescence, 24 h | inhibition, % at 7.49 µM | hit rate 0.35% among 340,000 | AID 602346, 2012; in the data active means inhibition above about 50%, passing the limit was not always enough; further: some results filed as inactive read as strong as hits
Shn3 3UTR inh: reduction of Shn3 3'UTR firefly luciferase signal, primary screen, Schnurri-3 inhibitor project, cell-based, Clone20 osteoblasts, set 2; inhibition, % at 12.5 µM; Clone20 osteoblast Shn3 3'UTR firefly luciferase, 24 h; hit rate 0.52% among 360,000;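 active means mean inhibition of at least 75% with every replicate also reaching 75%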;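 further: 0% = median of neutral control wells and 100% = pilot-screen positive control compound; some compounds past the cut are filed as inactive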
Peg3 prom inh: Peg3 promoter-driven luciferase inhibitors, primary screen, cell-based, HeLa, luciferase luminescence. inhibition, % at 20 µM. HeLa PEG-Prom luciferase reporter, overnight. hit rate 1.7% among 360,000. AID 588405, 2011;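 active means inhibition of at least 50% at 20 µM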
CF NFkB inh: inhibitors of PAF-induced NF-kB signaling, primary screen, cell-based, GFP fluorescence, uHTS; AID 588850, 2011; KKLEB NF-kB-GFP reporter, GFP fluorescence overnight; inhibition, % at 5 µM; hit rate 0.86% among 360,000;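 active means at least 50% inhibition at 5 µM, scaled per plate between neutral and stimulator controls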;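 further: PAF is a Pseudomonas aeruginosa culture filtrate used as stimulus; plate controls were PAF-stimulated DMSO wells for no effect and unstimulated DMSO wells for full effect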
Numbers without * were called inactive; · = no result given.

compound	NR2E3 ag-1	KKLEB cytotox	TRPM1 prom inh	NR2E3 ag-2	PDI inh	CaV13 FRET inh	HIF-2a inh	Vif inh	Shn3 3UTR inh	Peg3 prom inh	CF NFkB inh
Cn1c(=O)c2c(nc(SCC(=O)NCc3ccc4c(c3)OCO4)n2Cc2ccc(Cl)cc2)n(C)c1=O	-2.6	-5.4	-2.6	8.2	-8.9	-4.9	18.9	-11.3	-8.8	1.6	2.8
CC1(C)OC(=O)C(=CNc2ccccc2)C(=O)O1	-1.1	-14.7	-0.3	-9.9	-0.8	-4.2	-11.8	9.9	-45.9	5.4	3.6
O=C(COC(=O)c1ccc(S(=O)(=O)N2CCCC2)cc1)Nc1ccccc1	-4.3	1.9	-2.5	10.5	-14.4	-5.2	8.5	0.0	1.6	7.6	-5.8
CCOc1cc(Br)c(COc2ccc(C)nc2[N+](=O)[O-])cc1OCC	-2.0	-6.9	6.9	-18.7	1.4	-5.8	5.7	-13.1	14.4	8.4	11.6
COc1ccc(N2C(=O)C3C4C=CC(C4)C3C2=O)c(OC)c1 (configuration not stated)	2.5	5.8	-7.7	-22.1	1.0	-5.5	-0.1	0.1	-4.7	-11.4	-8.2
CCn1c(N)c(C(=O)NC)sc1=S	1.9	0.7	9.5	-13.4	0.1	-4.3	-2.7	-1.2	-21.4	-1.2	-1.5
Cc1cc(C(=O)COC(=O)c2ccco2)c(C)n1Cc1ccco1	-3.4	-2.5	16.7	-8.8	3.4	4.5	-38.1	-3.0	-21.8	13.8	0.8
CC(=O)Nc1ccc(S(=O)(=O)NCC(=O)NNC(=O)c2csc(N3CCOCC3)n2)cc1	-1.8	5.0	14.3	7.6	5.3	-2.3	8.8	-7.6	1.2	-0.1	-11.8
COc1cc(NC(=O)CSc2ccccc2)c(C(=O)O)cc1OC	1.1	-7.3	19.1	26.5	6.4	-18.7	24.8	4.9	-3.2	12.8	0.5
O=C(Nc1ccon1)c1nc[nH]c1C(=O)N1CCc2ccccc2C1	0.3	17.4	-20.0	-2.8	-0.2	-3.0	-13.7	-3.7	-2.8	-21.6	-87.6
CCCOc1ccc(CN(CCC#N)C(=S)NC(=O)c2ccccc2)cc1	-0.1	1.0	7.9	54.0	5.5	-4.0	23.2	5.1	-11.0	17.6	2.7
CC(=O)NC(CC(=O)N1CCCC1)c1ccccc1 (configuration not stated)	3.4	13.8	1.9	-20.1	0.5	-3.3	8.0	3.7	-9.4	10.5	-23.9
Cc1cc(C)c(C#N)c(SCS(=O)c2ccc(C(C)(C)C)cc2)n1 (configuration not stated)	0.1	-0.6	-2.4	-5.9	3.2	-8.7	15.8	-1.8	17.4	15.9	17.0
COc1ccc(N(CC(=O)N/N=C/c2cccs2)S(=O)(=O)c2ccc(OC)c(OC)c2)cc1	1.2	1.7	-12.9	-7.2	0.0	-6.9	15.8	25.3	12.1	18.3	0.6
O=C(O)CC/C(=N\NC(=O)CNC(=O)/C=C/c1ccccc1)c1ccccc1	2.7	-10.4	-9.6	-11.1	0.0	-3.6	21.5	-3.6	-10.1	-4.7	20.2
CCCCN(CC(=O)NCCOC)C(=O)Cn1nnc2ccccc21	1.9	-1.3	2.3	10.0	10.3	-9.3	16.0	0.3	0.5	5.2	21.0
S=c1[nH]nc(Cc2ccccc2)n1-c1ccccc1	-2.2	-3.0	-5.6	-11.9	-5.0	-5.4	0.2	5.8	4.4	-1.2	-1.6
CC(C)Cn1c(=O)c2ccccc2c2ccccc2c1=O	1.6	-12.7	1.1	-2.3	-5.9	-9.7	24.7	1.6	1.2	10.7	5.0
CCCCCOc1ccc(C(=O)NCC(=O)NCC(=O)OCC)cc1	3.2	-7.9	16.2	-26.8	15.2	-5.7	6.3	11.9	-6.1	13.5	14.3
COCCN(CC(=O)Nc1cccc(C)c1C)C(=O)Cc1sc(C)nc1-c1ccc(F)cc1	2.4	3.0	9.7	12.3	0.5	-5.1	12.5	11.8	-18.8	8.4	2.1
COc1ccccc1C(=O)NNC(=O)c1ccc2ccccc2c1O	·	-20.4	·	-29.8	-3.4	-4.4	-102.4	-2.2	1.1	-77.9	-33.8
O=C(OCC(=O)N(C1CCCCC1)C1CCCCC1)c1ccco1	4.5	11.7	12.0	-15.4	-2.5	-2.0	1.4	-15.1	-25.0	4.8	7.8
CCCCn1nc2cc(C(=O)NCc3ccccc3)ccc2c1OCC	-3.4	13.7	3.4	10.7	0.6	-9.0	-9.1	-0.7	12.2	11.8	-6.9
CCOC(=O)c1nnn2c1nc(N1CCCCC1)c1ccccc12	0.3	-15.8	3.2	2.8	-2.1	-4.2	4.9	-4.9	15.3	9.8	5.8

Entries of single compounds from above. Order of values: NR2E3 ag-1 | KKLEB cytotox | TRPM1 prom inh | NR2E3 ag-2 | PDI inh | CaV13 FRET inh | HIF-2a inh | Vif inh | Shn3 3UTR inh | Peg3 prom inh | CF NFkB inh
`Cc1cc(C)c(C#N)c(SCS(=O)c2ccc(C(C)(C)C)cc2)n1` (configuration not stated) is entered as 0.1 | -0.6 | -2.4 | -5.9 | 3.2 | -8.7 | 15.8 | -1.8 | 17.4 | 15.9 | 17.0
`CC(C)Cn1c(=O)c2ccccc2c2ccccc2c1=O` is entered as 1.6 | -12.7 | 1.1 | -2.3 | -5.9 | -9.7 | 24.7 | 1.6 | 1.2 | 10.7 | 5.0
`CCCCn1nc2cc(C(=O)NCc3ccccc3)ccc2c1OCC` is entered as -3.4 | 13.7 | 3.4 | 10.7 | 0.6 | -9.0 | -9.1 | -0.7 | 12.2 | 11.8 | -6.9
`CCOC(=O)c1nnn2c1nc(N1CCCCC1)c1ccccc12` is entered as 0.3 | -15.8 | 3.2 | 2.8 | -2.1 | -4.2 | 4.9 | -4.9 | 15.3 | 9.8 | 5.8
`CCCCCOc1ccc(C(=O)NCC(=O)NCC(=O)OCC)cc1` is entered as 3.2 | -7.9 | 16.2 | -26.8 | 15.2 | -5.7 | 6.3 | 11.9 | -6.1 | 13.5 | 14.3

(continued)
compound	NR2E3 ag-1	KKLEB cytotox	TRPM1 prom inh	NR2E3 ag-2	PDI inh	CaV13 FRET inh	HIF-2a inh	Vif inh	Shn3 3UTR inh	Peg3 prom inh	CF NFkB inh
O=C(Nc1ccc2c(c1)OCO2)c1cc(C2CCCCN2S(=O)(=O)Cc2ccccc2)on1 (configuration not stated)	·	5.2	·	-123.5	5.6	-4.8	-172.1	-8.0	-15.9	-267.5	-11.7
CCOC(=O)c1cc(-c2ccccc2)sc1NC(=O)C(C)OC(=O)c1ccncc1 (configuration not stated)	-0.8	-7.8	9.9	-32.8	7.6	-5.2	-30.8	1.6	-24.8	24.4	-7.0
Cc1ccc(CNC(=O)CCS(=O)(=O)c2ccc3c(c2)NC(=O)CO3)cc1	0.1	12.4	-7.1	-30.0	12.6	-14.3	8.7	-1.7	-2.3	11.8	-10.0
Cc1ccc(-c2csc3nnc(SCC(=O)NCc4ccc5c(c4)OCO5)n23)cc1	3.9	13.3	4.8	-10.8	0.7	-8.1	6.7	·	15.1	9.2	-10.8
COc1cc(N2CCCC2)c(OC)cc1C=O	-3.9	0.4	4.1	-8.3	5.3	-7.1	5.8	-6.0	17.7	13.5	16.5
Cc1ccc(C)c(NC(=O)CN(C)C(=O)c2ccncc2)c1	2.6	-5.3	-6.5	6.9	-3.8	-1.7	9.2	19.6	-6.1	16.9	16.0
COc1cc2c(cc1OC)C1=NC(=O)CN1C(SCc1ccc(C)cc1)=N2	-1.9	-8.2	0.7	12.2	-0.9	-1.5	5.5	·	18.6	16.4	12.2
NC1=NOC(=O)C1C1CCCCC1 (configuration not stated)	·	-5.4	1.4	-25.9	-1.8	-5.9	0.3	15.5	2.5	19.8	25.2
O=C1COc2ccc(C(=O)NCc3ccc4c(c3)OCO4)cc2N1	-1.4	-4.8	12.1	-23.0	-3.6	-4.1	-5.1	-3.9	-19.6	7.0	11.3
NS(=O)(=O)c1cc(C(=O)NCCOc2ccccc2)c(Cl)cc1Cl	3.9	-10.9	-25.0	16.0	2.2	-3.3	4.6	8.8	-13.2	2.9	19.1
CC(C)CCn1nnnc1C(c1ccccc1F)N1CCC(C(N)=O)CC1 (configuration not stated)	5.0	3.1	3.1	-7.7	-5.6	-2.0	7.5	-5.5	5.7	-2.1	-11.0
O=C(CCN1CCOCC1)NNC(=O)Nc1cccc(C(F)(F)F)c1	-0.7	-17.8	2.4	-13.3	-1.0	·	11.2	7.1	-21.6	0.1	11.3
NC(=O)c1cc(S(=O)(=O)NCCc2ccc(Cl)cc2)cs1	1.8	-3.7	-11.4	12.8	-1.5	-7.3	8.2	2.3	14.1	16.6	6.2
CCCc1ccc(C(O)c2ncc(-c3ccccc3C)[nH]2)cc1 (configuration not stated)	·	-7.4	·	-22.6	3.6	-4.6	-55.5	-1.6	-2.8	-23.7	-1.4
O=c1oc2ccccc2n1Cc1cccc(F)c1	-1.7	-8.6	4.4	-25.9	-17.5	-19.0	11.3	1.8	-6.2	1.5	-0.5
CN(C)C(/C=C/Nc1ccc(Br)cc1)=C(C#N)C#N	2.2	12.1	18.6	-37.2	3.8	-2.6	4.3	-4.6	-50.8	-6.9	-16.4
O=C1CCCN1c1ccc(S(=O)(=O)Oc2cccc(Cl)c2)cc1[N+](=O)[O-]	2.6	2.8	-13.1	20.9	3.0	·	-39.7	2.9	20.9	-20.4	-3.2
CCN1CC(CN(C)Cc2nc(-c3cccs3)no2)CC1=O (configuration not stated)	5.8	0.9	5.2	-8.1	1.7	-5.2	8.9	-11.5	-6.6	9.3	1.0
COc1ccc(NC(=O)CN(C)C(=O)c2cc3c(s2)CCC3)cc1	0.1	18.6	-1.1	-1.5	-7.8	·	-15.7	5.6	-7.4	-5.0	7.3
Cc1nc(Nc2ccc(S(N)(=O)=O)cc2)sc1C(=O)Nc1ccccc1	8.7	-15.9	-7.2	9.7	-2.4	-4.5	12.6	0.8	-5.6	11.3	18.4
